Vif-APOBEC3F blk = inhibitors of Vif-A3F interaction | AID 602313 | Potency, µM (doses to about 46.1 µM), inactives show at the highest dose activity, negative = active | HeLa A3F-eYFP + Vif (tagged APOBEC3F with the HIV-1 protein that degrades it), YFP fluorescence increase | actives 0.2% (n = 390,000); note: potency is the fitted concentration of half-maximal effect; % of control where 0% means no effect; nearly all actives have a fitted effect of over 65% in size
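Fluorescence increase (Ex 488/Em 500-530) after overnight compound treatment at 37 deg C flags inhibition of Vif-driven A3F-eYFP loss in stable HeLa A3F-eYFP/Vif cells seeded overnight beforehand.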
Vif-A3G inh = blocks the Vif interaction with human APOBEC3G; HeLa A3G-eYFP + Vif (tagged APOBEC3G with the HIV-1 protein that degrades it), YFP fluorescence, overnight; Potency, µM (series often up to 46.1 µM), inactives show at the top dose activity, negative = active, usual class: inhibitors; actives 0.076% (n = 410,000); AID 602310;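 note: potency is the fitted concentration of half-maximal effect; % is set by controls: 0 for no effect and ±100 for the full control effect; nearly all actives have a fitted effect of over 60% in size; hits raise eYFP signal because A3G escapes Vif-driven loss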
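HeLa cells stably expressing Vif and C-terminally eYFP-tagged A3G, seeded overnight at 37 deg C, then exposed to compound by pintool overnight at 37 deg C. Rise in yellow fluorescence (Ex 488/Em 500-530, Acumen) marks blocked Vif-driven A3G degradation.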
LDHA inh = LDHA (human) enzyme inhibition; purified LDHA, NADH/diaphorase-resazurin fluorescence; active compounds read low; activity change, % (values are at about 110 or 230 µM); actives 0.15% (n = 480,000); AID 1347041; in the data active = activity change below about -30%; inconclusive = mostly about -25% to -30%;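 note: plate controls were DMSO wells for no effect and wells without enzyme for full effect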
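Human LDH5 (2 nM) was incubated with 0.06 mM NADH and 0.2 mM pyruvate for 5 min at room temperature in Tris pH 7.4. Remaining NADH was coupled through diaphorase/resazurin, and resorufin fluorescence was read at 0 and 20 min.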
IDH1 R132H inh = blocks human mutant IDH1 R132H enzyme. O75874. IDH1-R132H enzyme, NADPH consumption, diaphorase/resazurin fluorescence. Potency, µM (highest dose often 76.6 µM), without a hit: at the top dose activity change, negative = inhibition, actives largely listed as inhibitors. actives 0.093% (n = 390,000). AID 602179; note: potency is the fitted concentration of half-maximal effect; % is set by controls: 0 for no effect and ±100 for the full control effect; nearly all actives have a fitted effect of over 65% in size
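IDH1-R132H (0.5 ug/mL dispensed) in pH 7.5 Tris buffer was preincubated 30 min with compound, then given a substrate mix of 0.016 mM NADPH and 2 mM alpha-KG for 80 min at room temperature; remaining NADPH was read by diaphorase/resazurin fluorescence.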
RXFP1 ag = activates the human relaxin receptor RXFP1 | Q9HBX9 | actives 0.3% (n = 370,000) | Potency, µM (top dose mostly 57.5 µM), for the others: at the highest dose activation, usual class: activators | HEK293T-RXFP1 cAMP TR-FRET, 30 min; response scale: percent of porcine relaxin response, buffer zero; note: potency is the fitted concentration of half-maximal effect; % is set by controls: 0 for no effect and ±100 for the full control effect; nearly all actives have a fitted effect of over 60% in size; many of its hits are not listed in these tables
Target sequence (Q9HBX9 whole entry, looked up): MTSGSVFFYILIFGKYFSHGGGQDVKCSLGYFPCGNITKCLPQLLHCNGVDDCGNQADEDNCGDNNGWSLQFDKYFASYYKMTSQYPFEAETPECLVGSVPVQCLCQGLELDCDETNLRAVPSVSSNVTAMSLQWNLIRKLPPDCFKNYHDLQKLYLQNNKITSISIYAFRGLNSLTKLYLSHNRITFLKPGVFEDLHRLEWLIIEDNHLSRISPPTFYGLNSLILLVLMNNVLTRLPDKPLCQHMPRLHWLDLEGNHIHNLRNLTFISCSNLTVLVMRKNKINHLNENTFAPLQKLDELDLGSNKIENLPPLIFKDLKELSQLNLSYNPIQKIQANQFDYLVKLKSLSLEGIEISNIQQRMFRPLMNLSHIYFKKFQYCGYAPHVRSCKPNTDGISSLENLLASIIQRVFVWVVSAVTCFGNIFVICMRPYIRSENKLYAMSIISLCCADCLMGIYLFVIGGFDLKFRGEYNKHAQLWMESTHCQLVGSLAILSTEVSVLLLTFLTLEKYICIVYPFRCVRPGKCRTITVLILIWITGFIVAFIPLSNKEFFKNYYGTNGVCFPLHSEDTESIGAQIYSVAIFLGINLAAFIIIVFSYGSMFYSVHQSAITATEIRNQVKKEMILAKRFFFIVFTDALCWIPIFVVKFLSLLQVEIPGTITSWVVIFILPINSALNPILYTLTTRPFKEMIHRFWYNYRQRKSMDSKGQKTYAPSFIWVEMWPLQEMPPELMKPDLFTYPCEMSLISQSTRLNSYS
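HEK293T cells stably expressing RXFP1 were pretreated with the PDE4 inhibitor Ro 20174, exposed to compounds for 30 min at 37C, lysed, and cAMP was read by TR-FRET. Data normalized to buffer (basal) and 29 nM porcine relaxin (100%).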
PI4K2A block = PI4K2A (human) kinase inhibition | Q9BTU6 | purified PI4K2A, ADP-Glo luminescence, 1 h; active compounds read low | activity change, negative = inhibition, % at 76.9 µM | actives 0.13% (n = 420,000); in the data active = activity change below about -50%; inconclusive = mostly about -30% to -49%;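 note: -100% = wells without enzyme as full effect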
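ADP-Glo luminescence measured ADP generated by PI4K2A enzyme (4 ug/mL before mixing) with 1.2 mM PI substrate (pre-mix) and 300 microM ATP (pre-mix). Tris pH7.5 buffer with MgCl2, Triton X-100; 1 h reaction at ambient temperature.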
USP1-UAF1 inh = USP1/UAF1 (human) deubiquitinase inhibition; O94782; recombinant USP1/UAF1, Ub-Rhodamine cleavage fluorescence; Potency, µM (doses to about 57.1 µM), without a hit: at the highest dose activity change, negative = inhibition, usual class: inhibitors; actives 0.23% (n = 390,000); AID 743255; note: potency is the fitted concentration of half-maximal effect; % is set by controls: 0 for no effect and ±100 for the full control effect; nearly all actives have a fitted effect of over 60% in size; inactives centre near -12
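In this screen, compounds sit with the deubiquitinase complex (1nM) for 15 min at room temperature before Ub-Rho is added at 150nM final. Fluorescence rise is then followed for 6 reads every 60 seconds.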
Glioma ERSR ind = induces the endoplasmic reticulum stress response in human glioma cells | Potency, µM, without a hit: at the highest dose activation, hits mostly activators | U87-MG GRP78 promoter luciferase reporter, 16 h | AID 602332 | actives 0.02% (n = 420,000); note: potency is the fitted concentration of half-maximal effect; series mostly up to about 76 µM; % of control where 0% means no effect; nearly all actives have a fitted effect of over 35% in size
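Stably transfected U87-MG glioma cells carrying a GRP78-based luciferase sensor; 16 h compound incubation. Luminescence end-point read 10 min after Bright-Glo addition at room temperature.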
TrxR1 substrate = is turned over as a substrate by rat TrxR1 | O89049 | purified TrxR1 substrate turnover, NADPH consumption readout | Potency, µM (doses to about 114 µM), for inactives: top-dose activity change, negative = substrate turnover | actives 0.01% (n = 390,000); note: potency is the fitted concentration of half-maximal effect; % is set by controls: 0 for no effect and ±100 for the full control effect; nearly all actives have a fitted effect of over 50% in size
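Rat TrxR1, dispensed at 90 nM, was prereduced with 400 uM NADPH (final) for 5 min at ~22 deg C, then incubated with compound 15 min before 400 uM selenite. A first-read NADPH fluorescence drop versus no-compound background flagged substrates.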
* hit, by the source's call; u = inconclusive; x = not tested or not shown; [ ] = another dose, or the depositor's remark. Unless noted, calls come from the whole dose curve; as a rule, active = well fitted curve in the direction sought with a large enough effect; inconclusive = small, poorly fitted or top-dose-only effect, or another doubt; inactive = no such curve, though single readings can be large; an effect the other way counts as inactive or inconclusive. The list is partial; count on the stated rates, not on these rows.

SMILES	Vif-APOBEC3F blk	Vif-A3G inh	LDHA inh	IDH1 R132H inh	RXFP1 ag	PI4K2A block	USP1-UAF1 inh	Glioma ERSR ind	TrxR1 substrate
CN(N=O)c1ccc(/C=C2\C=Cc3ccccc32)cc1	x	-2%	-5	x	x	x	x	7%	-3%
CCN(CC)CCOCCn1c(C)ccc1C	-2%	0%	13	4%	x	-3	-18%	0%	-6%[57.1 µM]
CCc1cccc2c(C#N)cn(CC(=O)NCCOC)c12	-8%	-1%	2	-5%	1.2%	-1	4%	-2%	-4%[57.1 µM]
Cc1ccc2c(c1)N(CC(=O)NCCc1c[nH]c3ccccc13)C(=O)CO2	11%	-7%	0	8%	1.3%	-2	-9%	2%	-7%
COc1ccc(OC)c(C(=O)c2ccc(C(=O)N3CCCCC3)cc2)c1	-12%	4%	-6	-2%	3.5%	4	-16%	-1%	-16%
O=C(NCc1ccccc1Cl)C1CCC(=O)N1Cc1ccc(F)cc1 (centres undefined)	-1%	0%	-13	-7%	-0.8%	0	-6%	-2%	-4%
CCOCCCNC(=O)c1c(NC(=O)c2cc(=O)c3ccccc3o2)sc2c1CCC2	4%	2%	5	4%	0.5%	0	-2%	4%	-3%
O=S(=O)(Nc1ccc(Br)cn1)c1ccc(Cl)s1	0%	0%	-2	-9%	-0.6%	-5	-6%	-3%	2%
O=C(Cc1ccccc1)Nc1ccc(Cl)cn1	5%	1%	-6	2%	1.1%	3	3%	1%	-2%[57.1 µM]
Cc1cc(C)c(NC(=S)NCCCSC2CCCCC2)c(C)c1	2%	-1%	-4	-2%	0.3%	-11	-10%	-7%	-1%
O=C(N1CCN(c2ccccn2)CC1)N1c2ccccc2Sc2ccccc21	-5%	u	-3	2%	2.3%	7	0%	-2%	1%
COCCn1c(C)cc(O)c(C(c2ccc(OC)cc2)N2CCN(c3ccccc3)CC2)c1=O (centres undefined)	1%	-1%	3	-3%	22%	2	-3%	-2%	6%[57.1 µM]
CN(C(=O)CN1C(=O)c2ccccc2S1(=O)=O)c1ccccc1C(=O)O	-3%	6%	-11	1%	-1.3%	3	-8%	-4%	-5%
Cc1ccc(OCCCN2CCCC2)c(C)c1	-9%	-1%	-17	3%	2.4%	15	-15%	2%	-1%
COCCCNC(=O)CC1C[C@H](C(=O)N2CCCCC2)[C@@]2(C)c3[nH]c4ccc(OC)cc4c3CCN2C1=O (some centres undefined)	-4%	3%	-1	4%	x	-1	-6%	-2%	-2%
COc1cc(NC(=O)CC(C)S(=O)(=O)c2ccc3c(c2)CCN3C(C)=O)cc(OC)c1OC (centres undefined)	1%	2%	2	-3%	0.8%	-3	-19%	-1%	0%
CCc1cccc(N(C(=O)c2csnn2)C(C(=O)NC(C)(C)C)c2ccccn2)c1 (centres undefined)	4%	u	-4	-8%	0.3%	4	-7%	-1%	5%[57.1 µM]
CCCc1nc(SCC(=O)c2ccc3c(c2)NC(=O)CO3)[nH]c(=O)c1CC	1%	-2%	7	2%	x	1	-4%	-7%	5%
COc1ccc(NC(=S)NC(=O)CC(C)C)c(OC)c1	-2%	2%	-10	2%	1.1%	0	-19%	6%	6%[57.1 µM]
CC(C)Cc1nnc(NC(=O)CSc2nc(O)c(Cc3ccccc3)c(=O)[nH]2)s1	0%	2%	3	-1%	0.4%	-7	-24%	-5%	7%[57.1 µM]
CC(=O)OCC#CCSc1nc2ccccc2n1C	3%	0%	-5	6%	3.0%	4	-10%	-1%	-10%
CCOC(=O)CSc1nc(C)[nH]c1[N+](=O)[O-]	0%	-8%	-7	15%	-1.4%	-2	-9%	-1%	-9%
CCCNC(=O)Nc1nnc(C2CC2)s1	-9%	-5%	-1	10%	0.0%	-3	-1%	0%	0%
CC(C)(C)c1cc(CCC(=O)N2CCNCC2)c(C(C)(C)C)cc1O	2%	0%	-4	1%	-0.4%	0	-2%	-6%	-2%
Cc1ccc(/C(N)=N/OC(=O)CN(C)S(=O)(=O)c2ccc(C)cc2)cc1	-1%	3%	1	6%	2.1%	2	-21%	-6%	-1%
CC1C(c2ccccc2)=NNc2nc3c(c(=O)n(C)c(=O)n3C)n21 (centres undefined)	-1%	0%	-1	-3%	3.9%	-5	-20%	2%	15%
CCS(=O)(=O)c1nc(S(=O)(=O)c2ccc(Cl)cc2)c(NCc2ccccc2Cl)s1	2%	4%	-7	0%	0.9%	-3	11%	-3%	-7%
CCCCNC(=O)c1ccc(N2CCC3(CC2)OCCO3)c([N+](=O)[O-])c1	2%	-1%	0	5%	-0.6%	1	-13%	-1%	-12%
Cc1cccc(C)c1-n1c(C)cc(/C=N/NC(N)=S)c1C	3%	-20%	-5	-11%	0.6%	-5	-30%	-6%	16%[57.1 µM]
Cc1cc(C)c(C)c(OCC(=O)NCCN(C)C)c1	0%	1%	-11	2%	0.6%	-1	-3%	12%	13%[57.1 µM]
CCCOc1ccc(C(=O)Nc2ccc(NC(=O)c3ccccc3)c(C)c2)cc1	-2%	-2%	-8	-15%	6.0%	1	3%	-2%	84%[activator]
O=C(c1ccncc1)N(Cc1ccccc1)Cc1nc2ccccc2c(=O)[nH]1	3%	0%	-1	6%	-0.8%	-2	-17%	1%	1%
CCn1cc(S(=O)(=O)c2cc(C)cc(C)c2)c(=O)c2cc(F)c(N3CCN(c4ccccc4)CC3)cc21	-6%	-1%	-3	-11%	4.3%	0	-1%	-2%	27%
CCOC(=O)c1ccccc1NC(=O)CSc1nncn1C	10%	3%	-8	1%	0.1%	2	-3%	-2%	7%[57.1 µM]
Cn1c(CNS(=O)(=O)c2ccc(Cl)cc2)cc(=O)n(C)c1=O	3%	-5%	-8	6%	u	2	-7%	-6%	5%
COc1ccc(Cn2nc3n(c2=O)-c2ccccc2OC3)cc1	4%	1%	-6	-2%	-2.1%	-1	-10%	2%	-2%
CCCn1c(=O)c(C(=O)OCC)c(O)c2cc(Br)ccc21	-3%	-10%	1	-8%	0.4%	-10	-10%	-1%	-1%
CCC(C(=O)NC1CCCC1)N(C(=O)Cn1nnc(-c2ccc(OC)c(OC)c2)n1)c1cccc(O)c1 (centres undefined)	0%	0%	-6	0%	0.0%	11	u	-4%	0%
O=C(CCC(=O)c1ccc(F)cc1)OC1CCOC1=O (centres undefined)	1%	1%	-4	4%	0.1%	0	-25%	-3%	-7%[57.1 µM]
COc1cccc(/C=N/NC(N)=S)c1OS(=O)(=O)c1ccccc1	-1%	-7%	-11	3%	-0.2%	4	-2%	-8%	12%
CNS(=O)(=O)c1cccc(C(=O)NCC(C)(C)N2CCCCC2)c1	8%	-1%	-1	4%	1.2%	2	-15%	-4%	5%
COc1ccc(C(=S)N2CCOCC2)cc1OC(=O)c1ccc(C)cc1	1%	3%	-5	-4%	-0.8%	-1	-9%	-9%	-1%
Nc1cc(Cl)ccc1N1CCCCC1	-1%	-1%	-1	12%	0.1%	4	-12%	-2%	3%
CCCS(=O)(=O)N1CCN(c2cc3c(cc2[N+](=O)[O-])n(C)c(=O)n3C)CC1	17%	-3%	4	9%	0.3%	-4	-12%	8%	-12%[57.1 µM]
N#Cc1cccc(NC(=O)CSc2nnc(-c3n[nH]c4ccccc34)o2)c1	10%	0%	-5	1%	19%	5	-12%	-2%	-6%[57.1 µM]
O=C(Nc1cc(Cl)ccc1-n1cncn1)c1ccc([N+](=O)[O-])o1	u	u	0	-2%	1.9%	-3	-23%	u	-1%
CCOC(=O)Cc1csc(NC(=O)CC(C)(C)CC(=O)O)n1	-10%	0%	0	4%	-0.4%	1	-6%	-2%	-11%[57.1 µM]
Cc1cccc(NC(=O)CSc2ccc(-c3ccccn3)nn2)c1	-3%	2%	2	3%	-0.1%	-2	6%	-1%	2%
CC(CCc1ccccc1)NC(=O)c1ccncc1 (centres undefined)	5%	2%	-10	0%	1.0%	-5	1%	-6%	-5%
N#Cc1ccccc1S(=O)(=O)N1CCC(Oc2ccc(-n3cnnn3)cc2)CC1	2%	5%	-1	-3%	-5.2%	1	3%	-2%	4%
COc1ccc2[nH]c(C(=O)N/N=C/c3ccccc3OC)cc2c1	-16%	u	-5	2%	-1.3%	2	-9%	-1%	-11%
CC(C)C(NC(=O)c1ccc(Cl)cc1)C(=O)O (centres undefined)	-2%	0%	-6	-6%	0.0%	3	3%	0%	4%
Cc1cc(N/C=C2\CCCCC2=O)no1	1%	5%	4	1%	-0.3%	0	-5%	3%	-2%
CCCn1nnc(NC(=O)COc2ccc(C3CCCCC3)cc2)n1	-1%	2%	4	7%	0.2%	8	-14%	-2%	-7%[57.1 µM]
NS(=O)(=O)c1ccc(CCNC(=O)CN2CCCCCC2)cc1	-7%	-2%	3	-5%	0.9%	-1	-7%	-4%	-1%[57.1 µM]

Pulled by compound from above, 2 records:
SMILES	Vif-APOBEC3F blk	Vif-A3G inh	LDHA inh	IDH1 R132H inh	RXFP1 ag	PI4K2A block	USP1-UAF1 inh	Glioma ERSR ind	TrxR1 substrate
O=C(Nc1cc(Cl)ccc1-n1cncn1)c1ccc([N+](=O)[O-])o1	u	u	0	-2%	1.9%	-3	-23%	u	-1%
NS(=O)(=O)c1ccc(CCNC(=O)CN2CCCCCC2)cc1	-7%	-2%	3	-5%	0.9%	-1	-7%	-4%	-1%[57.1 µM]

Screening results as filed in PubChem.
